Growth percent in the NCI-60 one-dose screen (48 h, 10 µM unless noted): 100 = growth as untreated, 0 = no growth, -100 = all killed.
SNB-75 = SNB-75 CNS cancer | hit rate 5% among 79,000 | AID 1794750
SF-295 = SF-295 CNS cancer cells | hit rate 5.6% among 79,000 | AID 1794758
HCC-2998 = HCC-2998 colon cancer | hit rate 4.7% among 79,000 | AID 1794799
SF-268 = SF-268 CNS cancer cells. hit rate 3.1% among 82,000. AID 1794759
SF-539 = SF-539 CNS cancer; hit rate 6.8% among 81,000
SNB-19 = SNB-19 CNS cancer cells; AID 1794751; hit rate 2.5% among 81,000
KM12 = KM12 colon cancer cells; hit rate 5% among 82,000
U251 = U251 CNS tumor cells; hit rate 5.4% among 80,000; AID 1794753
HCT-116 = HCT-116 colon cancer | hit rate 7.3% among 82,000 | AID 1794798
* hit, by the source's call; x = not tested or not shown; & = joins results of further samples. How the source made its calls: active means growth percent below 10; inactive means the rest.

SMILES | SNB-75 | SF-295 | HCC-2998 | SF-268 | SF-539 | SNB-19 | KM12 | U251 | HCT-116
C/C(=N/O)c1ccc(N2C(=O)c3c(Cl)c(Cl)c(Cl)c(Cl)c3C2=O)cc1 | 98 | 101 | 115 | 105 | 97 | 95 | 105 | 95 | 103
CSc1nc(-c2cccs2)c(C#N)c(-n2nc(C)cc2C)n1 | 99 | 97 | 91 | 98 | 105 | 111 | 106 | 108 | 96
c1ccc2c(c1)nc1n2CCC1 | 102 | 113 | 96 | 97 | 117 | 100 | 106 | 97 | 103
CC1(C)CC[C@]2(C(=O)Nc3ccccc3)CC[C@]3(C)C(=CCC4[C@@]5(C)C[C@@H](O)[C@H](O)[C@@](C)(CO)C5CC[C@]43C)C2C1 (some centres undefined) | 85 | 50 | 82 | 61 | 63 | x | 56 | 51 | 34
COc1cc2oc(-c3ccc(NC(=O)c4ccc(C(F)(F)F)cc4)cc3)cc(=O)c2c(OC)c1OC | 102 | 86 | 102 | 100 | 77 | 94 | 98 | 92 | 95
CCNC(=O)c1[nH]cc(-c2ccc(OC)cc2)c1-c1cc(OC)c2c(c1OC)OCO2 | 69 | 98 | 101 | 94 | 94 | 89 | 97 | 96 | 77
C[N+](C)(C)CC(=O)N/N=C/C(O)C(O)C(O)C(O)CO (centres undefined) | 92 | 119 | 101 | 93 | 100 | 99 | 105 | 108 | 94
CCCCN(C1CCN(C(=O)OC(C)(C)C)CC1)S(=O)(=O)NC(=O)OC(C)(C)C | 102 | 111 | 108 | 101 | 105 | 103 | 111 | 104 | 98
COC(=O)C1OC2(CCCCC2)OC1C(=O)OC (centres undefined) | 93 | 96 | 101 | 112 | 90 | 99 | 98 | 100 | 104
O=C(O)c1cccc([N+](=O)[O-])c1C(=O)O | 87 | 97 | 92 | 97 | 91 | 105 | 103 | 99 | 94
COc1cc(N)c2ncccc2c1OC | 78 | 114 | 106 | 98 | 111 | 96 | 105 | 107 | 98
Cc1csc(Nc2nc(-c3cccc(Br)c3)nc(C(Cl)(Cl)Cl)n2)n1 | 52 | 21 | 16 | 78 | 41 | 40 | 28 | 36 | 48
CCOc1nc(-c2ccccc2)cc2c(O)c(C(=O)N/N=C/c3ccccc3O)[nH]c(=O)c12 | 86 | 103 | x | 80 | 117 | 97 | 81 | 101 | 88
CCC(=O)OC1CCC2C3CCC(=O)OC3C(C)(CCC(=O)O)CC12C (centres undefined) | -1.9* | -19* | 5.2* | 50 | 5.2* | 63 | 26 | 28 | 5.1*
O=C(C(c1ccccc1)c1ccccc1)N1CCOCC1 | 84 | 107 | 96 | 101 | 100 | 91 | 102 | 91 | 96
O=C(CN1CCC(c2ccccc2)CC1)Nn1c(COc2ccccc2)nc2ccccc2c1=O | 98 | 105 | 101 | 101 | 96 | 99 | 102 | 102 | 100
COC(=O)C(c1ccccc1)C(Br)C(=O)c1ccccc1 (centres undefined) | 104 | 115 | 111 | 108 | 109 | 105 | 94 | 97 | 95
COc1ccc(-c2nc(SCCC(C)C)nc(NNC(N)=O)c2C#N)cc1 | 91 | 101 | 101 | 92 | 93 | 90 | 91 | 94 | 95
COc1cc(/C=C/C(=O)N2CCCCCC2)cc(OC)c1OC | 90 | 90 | 108 | 119 | 102 | 98 | 110 | 100 | 104
CN1C(=O)C2(SCC(C(=O)NC(C)(C)C)N2C(=O)C2CCCCC2)c2ccccc21 (centres undefined) | 81 | 101 | 104 | 89 | 102 | 105 | 95 | 104 | 95
CCCSc1nnc(-c2c(C)nc3ccc(Cl)cn23)o1 | 112 | 92 | 90 | 103 | 97 | 96 | 108 | 91 | 89
O=C(Nc1cc(Cl)cc(Cl)c1)N1CCOCC1 | 87 | 94 | 103 | 104 | 94 | 94 | 105 | 103 | 108
Cc1c(C(=O)Nc2ccc(S(=O)(=O)N3CCOCC3)cc2)oc2ccccc12 | 73 | 83 | 98 | 88 | 97 | 90 | 94 | 90 | 89
N#CC(c1cccc([N+](=O)[O-])c1)C(CC(=O)c1ccccc1)c1ccccc1 (centres undefined) | 85 | 110 | 101 | 96 | 96 | 99 | 90 | 87 | 87
COc1ccc(Br)c(/C=C(\C#N)c2nc3ccccc3s2)c1 | 69 | 86 | 103 | 101 | 77 | 89 | 86 | 95 | 87
C=CCSc1nnnn1-c1c(C)cccc1C | 91 | 92 | 100 | 103 | 100 | 103 | 110 | 89 | 107
COc1ccc2c(c1)c(-c1nc(-c3cn(C)c4ncccc34)cs1)cn2CCN | 78 | 99 | 55 | 96 | 89 | 81 | 45 | 85 | 81
C/C(=N/NC(=O)c1sc(=S)n(C)c1N)c1cc2cc(Br)ccc2o1 | 122 | 57 | x | 98 | 102 | 85 | 61 | 89 | 81
COc1ccc(N(C)c2nc(Cl)nc3cnn(C)c23)cc1 | 19 | 18 | 18 | 29 | -9.3* | 30 | 6.5* | 18 | -18*
COc1cc(NCC(=O)Nc2cc(Nc3ccc(Cl)cc3)ncn2)c(Cl)c(OC)c1Cl | 80 | 91 | 95 | 96 | 101 | 95 | 91 | 103 | 103
COc1ccc(C(=O)O/N=C(\Cn2ccnc2)c2ccc(Cl)cc2)cc1 | 99 | 100 | 99 | 102 | 107 | 100 | 107 | 96 | 105
Cc1ccccc1NCc1ccccc1 | 87 | 97 | 97 | 107 | 99 | 105 | 105 | 105 | 100
Cc1cccc(C)c1[N+](=O)[O-] | 92 | 101 | 101 | 101 | 99 | 104 | 101 | 98 | 100
Fc1ccc(-c2cc(-c3cc(-c4ccc(F)cc4)n[nH]3)[nH]n2)cc1 | 107 | 102 | 101 | 103 | 96 | 104 | 99 | 100 | 99
COc1ccc(/C=C2\COc3ccc(-c4ccccc4)cc3C2=O)cc1O | 32 | 24 | 43 | 13 | -0.6* | 72 | 2.1* | 5.7* | -5.1*
CC(C)(C)CC(C)(C)Nc1c(-c2ccc(C(F)(F)F)cc2)nc2cnccn12 | 81 | 86 | 92 | 89 | 86 | 92 | 84 | 93 | -5.7*
COC(=O)c1c(C(=O)OC)c2ccc3c4cccnc4ccc3n2c1C(=O)c1ccc(OC)cc1 | 85 | 93 | 109 | 97 | 100 | 104 | 97 | 95 | 99
S=c1n(CNc2ccc(Cl)nn2)nc(-c2cc(Cl)cc(Cl)c2Cl)n1/N=C/c1ccc(Cl)cc1 | 98 | 70 | 89 | 107 | 101 | 102 | 97 | 87 | 84
CS(=O)(=O)c1ccc(/C(=N/NC(N)=S)c2ccc(F)cc2)cc1 | 93 | 106 | 104 | 99 | 102 | 100 | 101 | 107 | 96
O=C(NCCN1CCOCC1)c1ccc(-c2nc3ccc4[nH]ncc4c3c3c2C2CCC3C2)cc1 (centres undefined) | 100 | 103 | 104 | 98 | 98 | 101 | 107 | 107 | 88
COc1cc(C2NC(=S)NC(C)=C2C(=O)OC(C)C)cc(OC)c1OC (centres undefined) | 133 | 84 | 104 | 120 | 94 | 89 | 108 | 103 | 96
COc1ccc(-c2cc(/C=C/C(=O)c3ccc(N)cc3)[nH]n2)cc1 | -0.8* | x | 35 | 17 | 1.3* | 28 | 3.3* | 14 | 8.5*
CSC1=Nc2c(c(C)c(-c3ccccc3)n2CCCCl)C2=NC(=O)CN12 | 21 | 43 | 72 | 77 | 62 | 81 | 26 | 52 | 27
C=CN1CCCC1=O | 88&87 | 94&99 | 116&97 | 90&108 | 98&104 | 94&90 | 102&98 | 106&103 | 95&103
Cc1nc2scc(-c3ccc(Cl)cc3)n2c(=O)c1CCCl | 81 | 104 | 104 | 82 | 105 | 102 | 106 | 102 | 95
O=c1c2c3c(sc2n2c(CCl)nnc2n1Cc1ccccc1)CCCC3 | -61* | 126 | -69* | -59* | -86* | x | -70* | -99* | -56*
F[C@H]1CCO[C@H](/C=C/c2ccccc2)C1 | 130 | 92 | 75 | 110 | 95 | 92 | 95 | 107 | 88
COc1ccc(C2(C)C(C#N)C(=O)NC(=O)C2C#N)cc1 (centres undefined) | 91 | 90 | 92 | 98 | 94 | 114 | 100 | 102 | 93
CC(=O)N1CCc2cc([N+](=O)[O-])ccc21 | 98 | 112 | 95 | 106 | 109 | 108 | 109 | 96 | 105
O=C(O)/C=C/C(=O)Nc1ccc([N+](=O)[O-])cc1 | 93 | 100 | 87 | 98 | 110 | 91 | 106 | 97 | 99
Clc1ccc2nc(-c3c[nH]c4ccccc34)cc(-c3ccccc3)c2c1 | x | 103 | 94 | 87 | 105 | 111 | 84 | 81 | 88
COc1cc(Cn2cc3c(c2-c2ccccc2)CCCc2cnoc2-3)cc(OC)c1OC | 91 | 87 | 100 | 94 | 95 | 90 | 100 | 89 | 74
Oc1ccc(-c2nnc(CSc3nnc(-c4ccncc4)o3)o2)cc1 | x | 97 | 103 | 98 | 98 | 97 | 99 | 99 | 95
COc1cc(C(=O)NCC(=O)NN=C(C)C)cc(OC)c1OC | 108 | 107 | 112 | 110 | 110 | 112 | 104 | 107 | 99
CC(=O)/C=C\C1CC2C=CC1C2 (centres undefined) | 93 | 101 | 101 | 98 | 97 | 107 | 97 | 100 | 106
COc1nc2c(c(=O)n1C)C1(C(=O)Nc3ccccc31)c1c(nc(OC)n(C)c1=O)N2 | 89 | 102 | 103 | 103 | 101 | 111 | 98 | 108 | 104
O=S(=O)(Nc1nnc(-c2ccccc2)s1)c1ccccc1 | 99 | 93 | 107 | 103 | 99 | 105 | 109 | x | 101
Cn1c2ccc(Br)cc2c2c3c(c4c5ccccc5[nH]c4c21)C(=O)N(O)C3=O | -87* | x | -87* | -46* | -93* | -36* | -66* | -71* | -35*
CN1C(=O)C(C(=O)/C=C/c2ccccc2C(=O)O)C(=O)N(C)C1=O | 87 | 98 | 116 | 100 | 104 | 105 | 104 | 97 | 97
CCO/C=N/C1=C(C#N)C(c2ccc(OC)cc2)c2c(c3ccccc3[nH]c2=O)O1 (centres undefined) | 90 | 101 | 112 | 97 | 99 | 96 | 102 | 106 | 99

(cont.)
SMILES | SNB-75 | SF-295 | HCC-2998 | SF-268 | SF-539 | SNB-19 | KM12 | U251 | HCT-116
CN1C(=S)N(c2ccccc2)C2NC(=O)N(/N=C/C=C/c3ccccc3[N+](=O)[O-])C21 (centres undefined) | 76 | 78 | 87 | 83 | 91 | 82 | 67 | 91 | 91
CCCCCCCC(C)(C)OC(=O)c1ccc([N+](=O)[O-])cc1 | 93 | 97 | 107 | 94 | 105 | 104 | 99 | 92 | 97
CN1C(=O)C2(Nc3ccccc3S2)c2cc(F)ccc21 (centres undefined) | 44 | 85 | 111 | 88 | 91 | 98 | 94 | 95 | 97
COc1cc(/C=N/NC(=O)Cn2c(C(C)C)nc3ccccc32)ccc1OCC(=O)NN | 100 | 101 | 110 | 98 | 101 | 102 | 103 | 98 | 106
Cc1cc(NCc2cc(Nc3ccnc4cc(Cl)ccc34)ccc2F)nc(N2CCOCC2)n1 | -22* | -72* | 56 | 42 | -29* | 56 | 44 | -48* | 2.2*
CN(NC(=O)C(=O)NCc1ccco1)C(=O)Nc1ccccc1 | 90 | 97 | 116 | 104 | 99 | 97 | 99 | 97 | 99
CC(C)n1c(O)c(N=NC(=O)c2ccc(S(N)(=O)=O)cc2)c2ccccc21 | 97 | 102 | 110 | 109 | 91 | 96 | 105 | 99 | 94
COc1cc(-c2nn(-c3ccc(F)c(Cl)c3)cc2CO)ccc1O | 87 | 98 | 106 | 97 | 100 | 95 | 99 | 100 | 99
CN(C)CCCn1c2c(c3cc(-c4ccco4)ccc3c1=O)C(=O)c1ccccc1-2 | 62 | 83 | 72 | 72 | 64 | 69 | 44 | 80 | 27
COc1ccc(C(=O)C[n+]2ccccc2)c(OC)c1 | 93 | 99 | 99 | 98 | 104 | 100 | 102 | 96 | 89
O=c1[nH][n+](-c2ccc([N+](=O)[O-])cc2)no1 | 88 | 75 | 90 | 66 | 89 | 95 | 49 | 89 | 92

Among those listed so far, eight have a nitro group on carbon:
SMILES | SNB-75 | SF-295 | HCC-2998 | SF-268 | SF-539 | SNB-19 | KM12 | U251 | HCT-116
O=C(O)c1cccc([N+](=O)[O-])c1C(=O)O | 87 | 97 | 92 | 97 | 91 | 105 | 103 | 99 | 94
N#CC(c1cccc([N+](=O)[O-])c1)C(CC(=O)c1ccccc1)c1ccccc1 (centres undefined) | 85 | 110 | 101 | 96 | 96 | 99 | 90 | 87 | 87
Cc1cccc(C)c1[N+](=O)[O-] | 92 | 101 | 101 | 101 | 99 | 104 | 101 | 98 | 100
CC(=O)N1CCc2cc([N+](=O)[O-])ccc21 | 98 | 112 | 95 | 106 | 109 | 108 | 109 | 96 | 105
O=C(O)/C=C/C(=O)Nc1ccc([N+](=O)[O-])cc1 | 93 | 100 | 87 | 98 | 110 | 91 | 106 | 97 | 99
CN1C(=S)N(c2ccccc2)C2NC(=O)N(/N=C/C=C/c3ccccc3[N+](=O)[O-])C21 (centres undefined) | 76 | 78 | 87 | 83 | 91 | 82 | 67 | 91 | 91
CCCCCCCC(C)(C)OC(=O)c1ccc([N+](=O)[O-])cc1 | 93 | 97 | 107 | 94 | 105 | 104 | 99 | 92 | 97
O=c1[nH][n+](-c2ccc([N+](=O)[O-])cc2)no1 | 88 | 75 | 90 | 66 | 89 | 95 | 49 | 89 | 92

Shown as labelled records: part of the list above
> COc1cc(-c2nn(-c3ccc(F)c(Cl)c3)cc2CO)ccc1O
  SNB-75: 87
  SF-295: 98
  HCC-2998: 106
  SF-268: 97
  SF-539: 100
  SNB-19: 95
  KM12: 99
  U251: 100
  HCT-116: 99

> CN(C)CCCn1c2c(c3cc(-c4ccco4)ccc3c1=O)C(=O)c1ccccc1-2
  SNB-75: 62
  SF-295: 83
  HCC-2998: 72
  SF-268: 72
  SF-539: 64
  SNB-19: 69
  KM12: 44
  U251: 80
  HCT-116: 27

High-throughput results: PubChem, NCI
